NR2E3 ag-1 = activates human photoreceptor nuclear receptor NR2E3; Q9Y5X4; GST-NR2E3/biotin-RetCOR TR-FRET, 1536-well; inhibition of corepressor binding, % at 4.78 µM; 0.12% of 320,000 active; AID 2300;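 active means percent inhibition above the cutoff of mean plus 3 SD of all tested compounds, set per screening campaign, cut at about 20% in these data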;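 further: 0% = DMSO wells and 100% = biotin wells as full block of FRET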
Target sequence (Q9Y5X4 whole entry, looked up): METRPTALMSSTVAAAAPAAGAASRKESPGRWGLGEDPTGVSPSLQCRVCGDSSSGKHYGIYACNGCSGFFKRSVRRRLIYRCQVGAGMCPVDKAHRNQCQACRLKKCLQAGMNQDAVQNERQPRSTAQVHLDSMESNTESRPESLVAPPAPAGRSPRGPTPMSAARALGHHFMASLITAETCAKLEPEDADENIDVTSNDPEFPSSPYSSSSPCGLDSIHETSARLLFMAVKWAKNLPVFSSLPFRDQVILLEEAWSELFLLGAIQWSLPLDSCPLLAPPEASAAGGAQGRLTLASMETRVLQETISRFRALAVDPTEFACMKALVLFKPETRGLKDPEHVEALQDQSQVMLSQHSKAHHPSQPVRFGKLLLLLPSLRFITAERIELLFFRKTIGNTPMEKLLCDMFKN
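Material: NR2E3–RetCOR corepressor complex / Incubation: Compound–protein incubation for 5 h at 4 °C / Dosing: compound at 4.8 µM, single dose / Detection: time-resolved FRET / Benchmarks: high control biotin, low control 0.6% DMSO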
PDI turbidity = blocks human protein disulfide isomerase activity | 0.052% of 350,000 active | P07237 | PDI insulin aggregation turbidity, A650, 90 min | inhibition, % at 10 µM;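 active means mean inhibition across replicates of 30% or more, whatever share of single replicates reach that level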;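 further: absorbance from insulin aggregation driven by PDI reduction with DTT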
Target sequence (P07237 whole entry, looked up): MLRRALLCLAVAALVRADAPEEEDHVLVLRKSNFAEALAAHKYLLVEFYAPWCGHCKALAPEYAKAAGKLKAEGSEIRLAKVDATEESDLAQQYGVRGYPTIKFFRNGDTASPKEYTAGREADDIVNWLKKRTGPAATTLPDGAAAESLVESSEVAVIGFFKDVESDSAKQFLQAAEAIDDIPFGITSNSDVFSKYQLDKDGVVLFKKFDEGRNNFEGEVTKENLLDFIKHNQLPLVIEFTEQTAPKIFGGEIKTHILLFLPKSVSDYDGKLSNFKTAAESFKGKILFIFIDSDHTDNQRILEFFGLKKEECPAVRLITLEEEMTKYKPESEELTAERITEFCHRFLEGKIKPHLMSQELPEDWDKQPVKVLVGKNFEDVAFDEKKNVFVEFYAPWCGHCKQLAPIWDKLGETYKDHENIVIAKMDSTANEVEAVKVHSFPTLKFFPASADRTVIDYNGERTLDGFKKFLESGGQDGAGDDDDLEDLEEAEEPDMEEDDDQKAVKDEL
Exocytosis inh = blocks lytic granule exocytosis; TALL-104 LAMP-1 surface exposure, flow cytometry; cells stimulated with thapsigargin and PMA; inhibition, % at 10 µM; 0.66% of 360,000 active;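 active means inhibition above about 55%, limit read from the data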
CaV13 ICDI inh = Disruptors of the CACNA1D IQ motif to Ca2+-dependent inactivation inhibitor domain association, primary screening, Förster resonance energy transfer in intact living …; 0.098% of 340,000 active; HEK cells, CFP/YFP FRET ICDI-IQ, plate reader, 10 min; percent FRET-ratio fall versus neutral wells; AID 743397; inhibition, % at 12.3 µM;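 active means mean replicate inhibition of at least 30% and at least 1% of replicates passing that level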;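 further: 0% = median of the neutral control wells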
NR2E3 ag-2 = human photoreceptor-specific nuclear receptor agonism; Q9Y5X4; CHO-S Gal4-NCOR/VP16-NR2E3 two-hybrid, luciferase; inhibition of corepressor binding, % at 3.98 µM; 0.35% of 360,000 active; AID 602229;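 active means inhibition above the mean of all tested compounds plus 3 SD, cut at about 70% in these data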;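 further: 0% = DMSO with NR2E3 transfected cells and 100% = cells lacking NR2E3 construct; higher means lower luciferase signal from less NR2E3 corepressor binding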
Vif imaging = HIV Vif inhibition | HEK293T cells, Vif self-association by quenched fluorescence, imaging, 24 h | inhibition, % at 7.49 µM | 0.35% of 340,000 active | AID 602346; in the data active means inhibition above about 50%, passing the limit was not always enough; further: some results filed as inactive read as strong as hits
aDG glyco up = alpha-DG glycosylation activation | AID 624168 | activation, % at 10 µM | 0.22% of 360,000 active | Pro5-aDG cells, alpha-DG glycosylation AlphaScreen (IIH6); 0% Pro5, 100% B10-LARGE cell signal;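 active means activation of at least 8% versus controls, or a plate z-score of at least 8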;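 further: Pro5 are CHO cells carrying HIG-tagged alpha-DG that lacks glycosylation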
Peg3 prom inh = reduces Peg3 promoter-driven luciferase expression in HeLa; HeLa PEG-Prom luciferase reporter, luminescence, overnight; inhibition, % at 20 µM; 1.7% of 360,000 active; AID 588405;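 active means inhibition of at least 50% at 20 µM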
MITF TRPM1 inh = MITF TRPM1 promoter inhibition in SK-MEL-5 cells; SK-MEL-5 TRPM1 promoter luciferase, 24 h; 0.83% of 330,000 active; AID 488899; inhibition, % at 12.5 µM;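 active means mean inhibition across replicates of 60% or more, whatever share of single replicates reaches that level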; further: values of inactives mirror those of a sister screen read the other way
hiPSC survival = enhancers of human iPSC single-cell survival | hiPSC single-cell survival, ATPlite luminescence; 100% = ROCK inhibitor wells, 0% = DMSO | survival enhancement, % at 20 µM | 0.044% of 360,000 active | AID 602274; in the data active means survival enhancement above about 18%;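 further: cells exposed to compounds for 16 hours before the ATP read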
HIF-2a block = blocks HIF-2a reporter activity. inhibition, % at 18.8 µM. 0.72% of 360,000 active. 786-0 RCC cells HIF-2a reporter, luciferase luminescence, overnight. AID 624352;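 active means inhibition of the luminescence signal of 40% or more relative to plate controls, in a single-dose primary screen at 18.75 µM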
* hit, by the source's call; nt = no result given.

SMILES	NR2E3 ag-1	PDI turbidity	Exocytosis inh	CaV13 ICDI inh	NR2E3 ag-2	Vif imaging	aDG glyco up	Peg3 prom inh	MITF TRPM1 inh	hiPSC survival	HIF-2a block
Nc1[nH][nH]c(=O)c1N=Nc1cccc(Cl)c1	-10	2	-3	-5	6	-3	-0.5	-26	-8	0.6	-66
O=C(CSc1nc2ccccc2s1)Nc1ccc2c(c1)OCO2	2	-20	-1	-1	0	-2	-0.2	-34	-4	1.1	-52
CN(Cc1ccc(-n2cccn2)cc1)C(=O)c1cnn2c1NC(c1ccco1)CC2C(F)(F)F (stereo unspecified)	nt	-1	4	nt	15	-20	1.0	43	20	-0.7	14
Cc1ccc(S(=O)(=O)N2CCN(C(=O)c3ccc(S(=O)(=O)N4CCCC4)cc3)CC2)cc1	1	-21	-1	-1	-7	-10	-0.1	16	12	-0.1	24
CCCc1nc2oc3ccccc3c(=O)c2c(=O)n1CCCOC	3	5	9	-4	7	6	-0.1	11	6	0.1	11
CCOC(=O)C1CCN(Cc2cccc(Oc3ccccc3)c2)CC1	-5	-1	32	-4	-8	-8	0.1	11	-7	0.6	17
CCCC1(C(=O)OCC)NC(c2ccc(N(C)C)cc2)C2C(=O)N(c3ccc(F)cc3)C(=O)C21 (stereo unspecified)	0	-6	-1	-3	-15	15	0.1	16	3	-1.6	23
CCOC(=O)C1CCCN(C(=O)c2cc3ncc(Br)cn3n2)C1 (stereo unspecified)	-2	-12	4	-7	3	17	-0.1	15	5	0.6	23
CC(c1ccc(F)cc1)n1cc(C(=O)NCCN(C)C)nn1 (stereo unspecified)	1	1	4	-5	-35	2	-0.3	2	4	1.9	18
Cc1ccc(N(CC(=O)N2CCCCCC2)S(C)(=O)=O)cc1	nt	13	-7	-9	-16	5	-0.1	9	nt	-1.3	11
CCN1CCN(c2oc(-c3ccc([N+](=O)[O-])cc3)nc2C#N)CC1	2	-7	12	-24	14	-2	-0.1	28	nt	2.0	-5
CC(C)OC(=O)C(NC(=O)c1ccccc1)=C1CCCCC1	1	-8	-4	nt	-22	11	-0.1	1	7	4.2	15
C[C@H]1CN([C@@H](C)CO)C(=O)c2cccc(NC(=O)Nc3ccc(C(F)(F)F)cc3)c2O[C@@H]1CN(C)S(=O)(=O)c1ccc(Cl)cc1	nt	-2	12	-9	-18	4	2.5	2	10	6.6	-4
CC1(C)CC(=O)C2=C(C1)Nc1ccccc1NC2c1ccccn1 (stereo unspecified)	-1	0	4	nt	13	16	0.2	14	3	-0.6	17
CN(C)NC(=O)c1csnc1-c1c(Cl)cccc1Cl	-2	-2	-4	-5	-28	0	0.0	2	14	-0.4	19
CC(=O)Nc1ccc(S(=O)(=O)Nc2nnc(CC(C)(C)C)s2)cc1	2	-2	2	-5	-6	-10	0.0	2	-9	-0.6	14
O=S(=O)(NCC1CCCO1)c1ccc(S(=O)(=O)N(Cc2ccc(F)cc2)C2CCCCC2)cc1 (stereo unspecified)	3	-7	-7	-8	18	-6	0.0	-12	-2	-1.1	-9
O=C(Cc1cccs1)Nc1cccc(-c2ccc3nncn3n2)c1	3	-1	0	7	3	-12	-0.1	-26	3	0.4	-20
COc1ccc(-n2c(C(C)n3nc(C)c([N+](=O)[O-])c3C)n[nH]c2=S)cc1 (stereo unspecified)	2	-2	3	-4	-4	4	0.0	0	7	-0.9	15
Cc1nc(N2CCCCC2)sc1C(=O)c1ccc(SCCO)c([N+](=O)[O-])c1	2	-6	-4	1	-6	-4	0.3	17	3	0.2	8
CC(=O)Nc1ccc(SCCN2CC[C@@H](C)CCC2=O)cc1	5	4	-3	-4	-51	-6	-0.2	-10	-11	1.3	-42
CCc1cc(C(=O)N/N=C/c2ccc(O)cc2O)c2ccccc2n1	-1	5	19	nt	-20	-3	0.0	52*	68*	-0.5	9
[O-][N+]1=C2CCC/C(=N\O)C2=NC12CCCCC2	5	5	3	-6	5	nt	-0.1	11	9	1.5	5
CCOC(=O)c1c(C)[nH]c(C(=O)N/N=C/c2ccc(Br)cc2)c1C	-2	4	-2	-4	37	2	-0.3	-9	19	1.9	-32
O=C(NCCc1nnc2ccc(N3CCCCCC3)nn12)c1ccccc1F	1	-1	-2	nt	-13	-2	-0.3	6	-4	0.7	-21
C=CCn1c(SCC(=O)NC2CC2)nc2sc(CC)cc2c1=O	2	-1	1	-5	5	0	0.3	20	-7	1.2	15
CC(C)CCOc1cccc(OCC(=O)Nc2ccncc2)c1	4	2	21	-3	-7	-17	1.0	28	5	-0.5	-5
CCOC(=O)c1cnn(-c2ccccc2)c1-n1cccc1C(=O)C(=O)Nc1ccccc1	-1	1	-1	nt	-25	3	0.1	-20	-43	-4.0	-88
CN(Cc1ccno1)C(=O)CC1C(=O)NCCN1CC(c1ccccc1)c1ccccc1 (stereo unspecified)	-2	8	6	1	-14	13	0.6	4	5	-0.7	0
COc1ccc(CC(=O)NCCc2ccc(OC)c(OC)c2)cc1	0	-7	-10	-13	1	-1	0.2	52*	-7	-0.1	15
C[C@@H]1CN([C@H](C)CO)C(=O)CCCn2nncc2CO[C@H]1CN(C)Cc1ccc(C(=O)O)cc1	nt	-4	-5	-9	-3	-14	0.0	6	nt	0.1	-1
NC(=O)c1cccc2c3c([nH]c12)CCCC3	1	-4	-2	nt	-27	0	-0.2	-14	-12	-2.9	-30
O=C(N/C(=C\c1ccc(Br)cc1)C(=O)N1CCCC1)c1ccccc1F	0	5	-2	4	9	6	-0.1	11	6	1.0	14
Cc1cccc(NC(=O)CN(c2ccc(C(C)C)cc2)S(=O)(=O)c2c(C)nn(C)c2C)n1	6	4	-3	-7	-5	-1	0.1	4	15	-0.3	9
COc1ccc(Cl)cc1NC(=O)CSc1nnc(C)c(=O)n1N	-2	-14	-7	-3	-15	-6	0.0	9	10	-0.1	13
Cc1ccc(NC2CCCN(C(=O)c3cccc(-c4ncc[nH]4)c3)C2)cc1C (stereo unspecified)	-1	6	6	-14	4	1	-0.1	-7	7	1.3	0
CCCN(CC(=O)NC(=O)NC1CCCCC1)CC(=O)Nc1cc(Cl)ccc1Cl	3	-3	8	-3	-6	-1	0.3	33	8	-0.2	12
Cc1ccc(C(=O)NCC(=O)NC2CCC(C)CC2)s1 (stereo unspecified)	0	-29	-1	-5	-13	-11	-0.1	-32	-19	-0.4	-70
CN(C)c1ccc(/C=N\Nc2ccccn2)cc1	-2	5	-4	-6	-72	2	0.2	-321	-27	0.5	-253
O=C(c1cc2cc(F)ccc2[nH]1)N1CCC(Cc2ccccc2)CC1	0	-3	52	-17	-36	-1	0.4	-40	3	-0.5	-100
COc1ccc(C(CCNC(C)c2ccccc2)c2ccc(F)cc2)cc1 (stereo unspecified)	0	8	7	-16	-11	-6	-0.5	107*	70*	-3.6	-17
COc1cc(SC)ccc1C(=O)OCC(=O)NC1CCCCC1	-2	3	-2	1	-14	-15	-0.2	-25	0	-0.5	-3
C[C@H](NC(=O)c1ccccc1)C(=O)OCC(=O)Nc1ccc2c(c1)OCO2	0	1	-2	-15	19	28	-0.3	-7	-3	-1.8	4
CC(CCc1ccccc1)NS(=O)(=O)c1ccc(Cl)c(C(=O)O)c1 (stereo unspecified)	0	2	-14	-3	-22	23	-0.1	1	7	0.2	13
Oc1ccc(/C(Cc2ccc3ccccc3n2)=N\Nc2ccccc2)c(O)c1	-1	5	6	-7	-39	-11	0.2	-53	18	-1.6	-95

The last 3 records of the section above are carried over, then new ones follow.
SMILES	NR2E3 ag-1	PDI turbidity	Exocytosis inh	CaV13 ICDI inh	NR2E3 ag-2	Vif imaging	aDG glyco up	Peg3 prom inh	MITF TRPM1 inh	hiPSC survival	HIF-2a block
C[C@H](NC(=O)c1ccccc1)C(=O)OCC(=O)Nc1ccc2c(c1)OCO2	0	1	-2	-15	19	28	-0.3	-7	-3	-1.8	4
CC(CCc1ccccc1)NS(=O)(=O)c1ccc(Cl)c(C(=O)O)c1 (stereo unspecified)	0	2	-14	-3	-22	23	-0.1	1	7	0.2	13
Oc1ccc(/C(Cc2ccc3ccccc3n2)=N\Nc2ccccc2)c(O)c1	-1	5	6	-7	-39	-11	0.2	-53	18	-1.6	-95
CCN1CCC(=NNC(=O)CC23CC4CC(CC(C4)C2)C3)CC1	0	0	1	0	-13	nt	-0.1	-7	21	-0.1	24
O=C(CSc1nc(O)c(Cc2ccccc2)c(=O)[nH]1)Nc1nc2c(s1)CCCC2	5	-4	-1	-3	12	-4	0.4	-15	9	0.1	3
O=C(CN1C2CCCC1CC(NC(=O)c1ccccc1)C2)Nc1nccs1 (stereo unspecified)	5	-4	0	-4	-3	5	0.0	-3	6	-0.1	5
COc1ccc(/C=N/NC(=O)c2c(C)nc3ccc(Cl)cn23)cc1OC	0	-4	-9	-2	-20	10	0.0	9	-3	-0.2	25
CCc1nc2ccc(C(=O)NCCCN3CCCC3=O)cn2c1N(CC)C(C)=O	nt	-4	-7	-5	1	4	-0.2	-18	nt	0.1	14
CCCCOc1ccc(CNC(=O)NS(=O)(=O)c2ccc(OCC(C)C)cc2)cc1	1	-4	-4	-6	-36	14	-0.1	6	5	6.0	23
CCN(CC(=O)NCc1cccs1)C(=O)c1ccc(S(=O)(=O)Nc2ccccc2)cc1	-1	8	1	-20	-17	3	0.0	-1	11	-0.3	0
Cc1csc(=O)n1CCC(=O)OCc1nnc(-c2ccc(Cl)cc2)o1	nt	1	-3	-6	-2	5	0.2	-36	-4	0.2	-56
CCOC(=O)C1CCN(S(=O)(=O)c2ccc(Cl)s2)CC1	3	-5	5	-3	-27	2	0.0	8	-2	-0.5	11
Cc1cc2occ(CC(=O)Nc3nnc(C4CC4)s3)c2cc1C	6	-2	-1	-2	-16	-10	0.2	12	7	0.4	10
CC(=O)NNC1=Nc2ccccc2N(C)C(C)C1 (stereo unspecified)	-2	-2	-5	-3	6	0	-0.2	7	0	-0.5	15
Cc1ccc(CNC(=O)CSCC(=O)O)cc1	0	-2	-2	-3	-3	11	-0.3	7	-1	-1.1	8
CC(C)C[C@H]1COc2cc(N3CCSCC3)ccc2S(=O)(=O)N1	nt	nt	-3	nt	-39	nt	0.0	nt	nt	-0.2	10
Cc1ccc2nc3c(cc(C(=O)NCC4CCCO4)c(=N)n3CC3CCCO3)c(=O)n2c1 (stereo unspecified)	-6	0	-5	nt	-11	9	-0.1	-10	2	1.7	9
CC(SCc1ccccc1)C(=O)N/N=C/c1cc2c(cc1Br)OCO2 (stereo unspecified)	-5	24	0	-6	20	nt	0.8	-131	5	-3.0	13
O=C(NCCN1CCOCC1)c1ccc2c(c1)N(Cc1ccccc1)CCS2	2	nt	-3	-5	-18	-4	-0.1	12	nt	-0.7	7
Cc1ccccc1-c1nc(CS(=O)(=O)CC(=O)NCCc2ccccc2)c(C)o1	-2	-4	5	-7	16	2	-0.1	9	3	0.0	6

Screening results as filed in PubChem.
